Assay outcomes (PubChem)
Bcl-B displacement – displacers of TR3 peptide from Bcl-B, primary screen, selectivity assay for Bfl-1 inhibitor project, biochemical, fluorescence polarization; 0.11% of 96,000 active; FP displacement of FITC-TR3 peptide from Bcl-B; higher % means a stronger effect; displacement, % at 20 µM; hits with a dose series show IC50 in µM;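 active means displacement above 50% at 20 µM plus a fluorescence interference ratio under 1.5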;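 further: plate controls were wells without compound for no effect and wells lacking Bcl-B protein for full effect; a part of the inactive calls stands beside numbers as strong as those of hits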
PLAP inhibitors HTS – inhibition of human placental alkaline phosphatase – biochemical, luminescence, HTS (AID 690) | inhibition, % at 20 µM; hits with a dose series show IC50 in µM | purified PLAP, luminescent substrate; higher % means a stronger effect | 0.08% of 96,000 active; in the data active means a potency from the dose series; inactive means the rest, 99 in 100 with inhibition below about 30%; further: strong numbers were not always called active
MRP resist rev – MRP-mediated drug resistance reversal; H69AR cells + 2 uM doxorubicin, CellTiter-Glo, 72 h; differential viability (reversal), % at 10 µM; 0.04% of 85,000 active; AID 602;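 active means viability drop by adding the cancer drug above about 55%, with treated viability meeting a 40% cutoff, limit read from the data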;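 further: viability without doxorubicin minus viability with 2 µM doxorubicin for each compound; larger differential means the compound sensitizes cells more to doxorubicin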
NFkB transloc pot – enhances IL-1B driven NFkB nuclear translocation; activation, % at 2 µM; HUVEC IL-1B NFkB p65 nuclear translocation imaging; 0.3% of 94,000 active;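 active means activation above 40%, about the mean plus 3 SD, also judged a hit on visual image review; inconclusive means activation above 40% but not a hit on visual review; inactive means activation not above 40% and no visual hit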;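 further: percent activation is computed from the nuclear over cytoplasmic p65 intensity ratio; values of inactives mirror those of a sister screen read the other way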
NFkB transloc inh – blocks IL-1B driven NFkB nuclear translocation in HUVEC cells; HUVEC IL-1B NFkB p65 nuclear translocation imaging; 0.43% of 94,000 active; inhibition, % at 2 µM; AID 796;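 active means inhibition above about 30% together with a positive call from visual inspection of the well image, limit read from the data; inconclusive means inhibition above a set limit but visual check negative; inactive means inhibition not above a set limit, visual check negative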;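 further: nuclear over cytoplasmic p65 intensity ratio measured by imaging; 0% = IL-1B stimulated DMSO wells and 100% = unstimulated DMSO wells; values of inactives mirror those of a sister screen read the other way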
MRP resist rev cytotoxicity – further read-out of MRP resist rev, marked with its call; viability, %; H69AR cells, CellTiter-Glo, 72 h; measured here: cytotoxicity without doxorubicin
MRP resist rev with doxorubicin – further read-out of MRP resist rev, marked with its call; viability, %; measured here: viability with 2 uM doxorubicin; hits give low values
NFkB transloc inh cell count 2 µM – second read-out of NFkB transloc inh, no call of its own (marks repeat the call); cell count; measured here: cells passing quality filter;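 raw number of nuclei counted in each imaged well without normalization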
NFkB transloc pot cell count 2 µM – also measured in NFkB transloc pot; calls as there; cell count; measured here: cells passing quality filter
* hit, by the source's call; ? = inconclusive; / = not tested or not shown. An excerpt (hit frequency here may not be typical).

SMILES	Bcl-B displacement	PLAP inhibitors HTS	MRP resist rev	MRP resist rev cytotoxicity	MRP resist rev with doxorubicin	NFkB transloc pot	NFkB transloc pot cell count 2 µM	NFkB transloc inh	NFkB transloc inh cell count 2 µM
CC(C)(C)c1cc(/C=N/NC(=O)Cc2nc3ccccc3[nH]2)cc(C(C)(C)C)c1O	-20%	-102%	/	/	/	15	152	-15	152
N#Cc1sc2nc3c(c(-c4ccco4)c2c1N)CCCC3	9%	2%	-14	60	74	12	77	-12	77
O=c1c(C(c2nnnn2C2CCCCC2)N2CCCCC2)coc2ccc(Cl)cc12 (stereo unspecified)	11%	5%	9	18	9	/	/	/	/
Cc1[nH]c2ccc(CNS(=O)(=O)c3ccc(S(=O)(=O)N4CCOCC4)cc3)cc2c1C	-158%	-71%	1	92	91	-2	144	2	144
CC(C)NC(=O)C(=O)NCCc1ccc(Cl)cc1	4%	6%	19	106	86	9	163	-9	163
Cc1ccc(S(=O)(=O)N2CCN(C(=O)CSc3nnc(C)s3)C2)cc1	-12%	19%	11	78	67	28	179	-28	179
Clc1ccc(OCc2nnc(SCc3nnc(-c4ccccc4)o3)o2)c(Cl)c1	-1%	-66%	18	103	85	8	92	-8	92
O=C(C1CCCN1C(=O)c1cccs1)N1CCc2ccccc21 (stereo unspecified)	-16%	-17%	-2	71	73	5	191	-5	191
Cc1cc(C)c(C)c(C(=O)CSc2nnc(-c3ccc4[nH]c(C)c(C)c4c3)o2)c1C	/	/	3	9	6	-8	141	8	141
O=C(Cn1nc(C(F)(F)F)c2c1CCCCC2)N1CCOCC1	-7%	-19%	1	99	98	-8	107	8	107
Cn1c(CSCc2ccc(Cl)cc2)nnc1SCC(=O)Nc1nc2ccccc2s1	-20%	5%	-18	56	74	0	191	0	191
[O-]/[N+](=C\c1ccc(OC(F)F)cc1)c1ccccc1	8%	-1%	/	/	/	5	192	-5	192
CCOC(=O)CCN(Cc1cccs1)S(=O)(=O)c1ccc(F)cc1	2%	15%	/	/	/	25	138	-25	138
COC(=O)Cc1cnc(NC(=O)C2C3CCC(C3)C2C(=O)O)s1 (stereo unspecified)	7%	-16%	7	99	92	/	/	/	/
O=C(O)CCc1ccc(-c2ccccc2)n1NC(=O)c1sc2ccccc2c1Cl	18%	-34%	3	96	93	12	159	-12	159
COc1ccc2[nH]c3ccccc3c2c1	-1%	12%	/	/	/	6	135	-6	135
COc1ccc(C)cc1N(CC(N)=O)S(=O)(=O)c1ccc(C)cc1	5%	-22%	8	94	86	/	/	/	/
CCC(C)N1C(=O)CCC1C(=O)O (stereo unspecified)	7%	1%	5	101	96	/	/	/	/
Cc1nn(C(=O)N2CCCCC2)c(C)c1CN1C(=O)c2ccccc2C1=O	-2%	-44%	26	114	87	-7	175	7	175
Nc1nc(SCC(=O)N2CCCC2)[nH]c(=O)c1NC(=O)c1ccco1	-1%	-6%	-14	87	101	3	179	-3	179
Cc1cc(C(F)(F)F)n(-c2nc(C(=O)N/N=C/c3ccc(F)cc3)cs2)n1	0%	-24%	/	/	/	-4	104	4	104
COc1ccc(S(=O)(=O)N(C)c2ccc(C(N)=O)cc2)cc1	1%	-41%	3	91	89	-8	159	8	159
CC(=O)Nc1ccc(C(=O)N/N=C/c2ccccc2OC(=O)c2ccc(Cl)cc2)cc1	-9%	-26%	/	/	/	-4	120	4	120
Cc1cc(=O)[nH]c(SCCOc2ccc3c(c2)CCC3)n1	-9%	-15%	10	98	88	6	102	-6	102
O=C(Cn1nc(-c2ccc(Cl)cc2)ccc1=O)N1CCN(c2ccccc2)CC1	-2%	-36%	/	/	/	-11	80	11	80
CSc1ccc(C2NC(=O)c3c(sc4c3CCN(C)C4)N2)cc1 (stereo unspecified)	-34%	-31%	-22	66	88	-16	137	16	137
O=C(O)c1ccc(NS(=O)(=O)c2cc(Cl)ccc2Cl)cc1	4%	4%	20	103	83	2	126	-2	126
CCOc1cc(Br)ccc1S(=O)(=O)NCc1ccccc1	5%	23%	/	/	/	-7	115	7	115
CCOc1ccc(C(=O)COc2ccc(NC(C)=O)cc2)cc1	-58%	-68%	-13	88	101	7	182	-7	182
Cc1cc(N2C(=O)CCC2=O)ccc1NC(=O)c1cccs1	0%	4%	7	93	86	-3	133	3	133
CCCn1nnc(NC(=O)C(C)Oc2ccc(Cl)cc2Cl)n1 (stereo unspecified)	-1%	0%	8	96	88	12	157	-12	157
Cc1sc2ncn(CC(=O)OCC(=O)NC(C)(C)C)c(=O)c2c1C	0%	-8%	2	90	87	-8	182	8	182
COc1ccc(C(C(=O)NC(C)(C)C)N(Cc2ccco2)C(=O)CCC(=O)Nc2cc(C)on2)cc1 (stereo unspecified)	-13%	-4%	6	78	72	15	155	-15	155
Cn1cc(-c2nnnn2-c2ccccc2)c(=O)c2ccccc21	1%	-17%	/	/	/	7	175	-7	175
Cn1nc(C(=O)NC2CCCCC2)c2ccccc2c1=O	-6%	-2%	20	87	67	16	116	-16	116
CCOC(=O)N1CCc2c(sc(NC(C)=O)c2C(N)=O)C1	/	/	6	104	98	21	162	-21	162
Cc1sc2ncnc(SCC(=O)N3CCCC3)c2c1C	-4%	-6%	3	87	83	14	156	-14	156
COc1cc(C2C(C(=O)c3ccc(C)o3)=C(O)C(=O)N2c2cc(C)on2)cc(Br)c1O (stereo unspecified)	12%	6%	6	96	90	-5	245	5	245
O=C(CCCSc1nc2ccccc2s1)NCc1ccco1	-8%	-35%	-18	66	84	9	140	-9	140
O=C(CCn1c(=O)[nH]c2ccsc2c1=O)N1CCN(Cc2ccc3c(c2)OCO3)CC1	-5%	2%	-8	86	94	-1	145	1	145
CCOC(=O)c1c(NC(=S)Nc2ccccc2)sc(C)c1C	/	/	6	78	73	8	110	-8	110
Cc1ccc(-c2csc(NC(=O)CSc3nc(C)cs3)n2)cc1	/	/	0	63	63	22	111	-22	111
CCc1ccc(C2CC(c3ccccc3Cl)Nc3nc(N)nn32)cc1 (stereo unspecified)	0%	-41%	4	83	79	/	/	/	/
Cc1ccc(SCc2cc(=O)[nH]c(N3CCN(Cc4ccccc4)CC3)n2)cc1	-8%	3%	1	84	84	10	159	-10	159
Cc1ccc(Oc2ccc(NC(=O)c3ccco3)cc2)cc1	-21%	23%	9	97	87	/	/	/	/
O=C(O)c1ccccc1-c1ccccc1C(=O)NCCCO	-5%	-9%	-16	67	83	6	140	-6	140
O=C(Nc1ccc(Oc2ncccn2)cc1)c1ccco1	25%	/	2	85	83	4	117	-4	117
CCCCOC(=O)c1ccc(NC(=O)c2ccoc2C)cc1	-1%	8%	9	91	81	14	146	-14	146
COc1ccccc1NC(=O)N1c2ccc(F)cc2CCC1C (stereo unspecified)	-10%	-16%	-21	85	105	30	143	-30	143
O=C1C(Cl)=C(N2CCCCC2)C(=O)N1c1ccccc1Cl	0%	1%	/	/	/	-9	109	9	109
Cc1cc(=O)n2nc(N3CCCC(C(=O)NCCCN4CCc5ccccc5C4)C3)sc2n1 (stereo unspecified)	-4%	0%	-10	90	100	/	/	/	/
CCC1(C)N=C(c2ccc3c(c2)OCO3)CC(c2ccccc2O)N1 (stereo unspecified)	-9%	-1%	-1	2	3	/	/	/	/
Cc1ccc(S(=O)(=O)N2CCN(C3CCN(Cc4ccccc4)CC3)CC2)cc1	7%	-57%	0	86	87	/	/	/	/
CCn1c(-c2csc(-c3ccccc3)n2)n[nH]c1=S	2%	-10%	-4	93	97	?	/	-41	73
Cc1ccc(Cl)cc1N1CCN(C(=O)c2ccc(NS(=O)(=O)c3c(C)noc3C)cc2)CC1	-7%	-46%	/	/	/	5	196	-5	196
CCc1ccc2[nH]c(=O)c(CN(CCCN3CCOCC3)C(=O)Nc3cccc(Cl)c3)cc2c1	-19%	-49%	-16	29	46	18	105	-18	105
Cc1ccc2cc(CN(C)C(=O)C3CCCO3)c(=O)[nH]c2c1 (stereo unspecified)	-7%	-2%	-5	100	105	-2	126	2	126
O=C(c1ccc(CNS(=O)(=O)c2ccccc2)cc1)N1CCN(c2ccccn2)CC1	8%	/	-7	80	87	11	52	-11	52
COc1ccc(NC(=O)C2CCN(S(C)(=O)=O)CC2)cc1Cl	12%	9%	8	106	98	-2	147	2	147
CCCc1cc(C(=O)N2CCN(S(=O)(=O)c3ccc(OC)c(OC)c3)CC2)cs1	-3%	9%	-24	44	69	-11	98	11	98

The listing continues.
SMILES	Bcl-B displacement	PLAP inhibitors HTS	MRP resist rev	MRP resist rev cytotoxicity	MRP resist rev with doxorubicin	NFkB transloc pot	NFkB transloc pot cell count 2 µM	NFkB transloc inh	NFkB transloc inh cell count 2 µM
CSc1ccccc1C(=O)NCc1ccc(S(N)(=O)=O)cc1	-4%	7%	-1	98	99	-9	159	9	159
Cn1c(=O)[nH]c(=O)c2c1nc(N1CCCCC1)n2CCOc1ccccc1	-1%	-26%	-2	93	95	-3	120	3	120
O=C(Nc1ccccc1C(=O)N1CCOCC1)C1CCCO1 (stereo unspecified)	-1%	3%	4	107	103	20	114	-20	114
CCOC(=O)c1ccc(Oc2nc(NC)nc(Nc3ccccc3)n2)cc1	-6%	3%	26	105	79	1	196	-1	196
N/C(=N\OC(=O)c1ccc(Cl)cc1)c1ccccn1	-8%	5%	/	/	/	1	169	-1	169
CCOC(=O)N1CCN(S(=O)(=O)c2ccc(C(=O)Nc3nc4c(s3)CC(C)CC4)cc2)CC1 (stereo unspecified)	-7%	7%	-2	7	10	-1	109	1	109
CC1(C)CC(=O)C2=C(C1)N(Cc1ccc(F)cc1)C(=O)C2(NC(=O)c1cccnc1)C(F)(F)F (stereo unspecified)	-2%	-76%	-2	94	96	0	186	0	186
Cc1c(NC2=NC(C)(C)Cc3ccccc32)c(=O)n(-c2ccccc2)n1C	/	/	2	94	92	-5	143	5	143
COc1ccccc1OCCNC(=O)c1cccs1	-5%	11%	11	83	72	12	147	-12	147
CC1CCN(C(c2cc3cc4c(cc3[nH]c2=O)OCO4)c2nnnn2CC2CCCO2)CC1 (stereo unspecified)	-45%	40%	1	89	88	-4	74	4	74
COc1ccc(CNC(=O)COC(=O)c2cccnc2Nc2cccc(C(F)(F)F)c2)cc1	-6%	26%	/	/	/	-7	147	7	147
O=C(c1ccco1)N1CCN(C(=O)C2CCN(S(=O)(=O)c3cccc4nsnc34)CC2)CC1	/	/	-3	70	74	2	160	-2	160
COC(=O)c1sccc1NC(=O)c1c(C)cc(=O)oc1C	-4%	-4%	12	101	88	-11	159	11	159
CCOCCCNC(=O)c1ccc(CS(=O)(=O)Cc2ccccc2F)o1	-1%	15%	13	102	89	9	145	-10	145
COc1ccc(CCNc2ccc(C)cc2)cc1	-5%	20%	1	100	99	-4	184	4	184
COc1ccc(-c2nc(C#N)c(NC(C)C)o2)cc1	-8%	-81%	16	99	83	12	162	-12	162
CCCCCCn1c(SCC(=O)Nc2cc(C)on2)nc2ccccc2c1=O	-6%	12%	-14	7	21	22	140	-22	140
Cc1cccc(C)c1NC(=O)C(c1ccc(Cl)cc1Cl)N1CCCCC1 (stereo unspecified)	4%	-16%	/	/	/	2	137	-2	137
COc1ccc(C(=S)N2CCCCCC2)cc1	/	/	-2	93	95	-4	174	4	174

Of the compounds above, these contain a tert-butyl group:
SMILES	Bcl-B displacement	PLAP inhibitors HTS	MRP resist rev	MRP resist rev cytotoxicity	MRP resist rev with doxorubicin	NFkB transloc pot	NFkB transloc pot cell count 2 µM	NFkB transloc inh	NFkB transloc inh cell count 2 µM
CC(C)(C)c1cc(/C=N/NC(=O)Cc2nc3ccccc3[nH]2)cc(C(C)(C)C)c1O	-20%	-102%	/	/	/	15	152	-15	152
Cc1sc2ncn(CC(=O)OCC(=O)NC(C)(C)C)c(=O)c2c1C	0%	-8%	2	90	87	-8	182	8	182
COc1ccc(C(C(=O)NC(C)(C)C)N(Cc2ccco2)C(=O)CCC(=O)Nc2cc(C)on2)cc1 (stereo unspecified)	-13%	-4%	6	78	72	15	155	-15	155
